From PubChem
GSTO1 inh = inhibitors of recombinant GSTO1, primary screen, counter-screen for RBBP9 inhibitor project, biochemical, fluorescence polarization; Glutathione S-transferase omega-1 (Homo sapiens), P78417; activity-based probe fluorescence polarization; inhibition, % at 5.96 µM; 300,000 tested, 1.1% active;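 active means inhibition above the campaign mean inhibition plus 3 SD, cut at about 35% in these data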;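 further: 0% = GSTO1-1 with DMSO and 100% = wells lacking GSTO1-1 enzyme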
LYPLA2 inh = LYPLA2 inhibitors, primary screen, counter-screen for PME1 inhibitor project, biochemical, fluorescence polarization, FP-Rh probe ABPP. Acyl-protein thioesterase 2 (Homo sapiens), O95372. recombinant LYPLA2. inhibition, % at 5.9 µM. 320,000 tested, 0.38% active. AID 2177, 2009;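 active means inhibition above the screen-wide mean plus 3 SD, limit set per campaign, cut at about 26% in these data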;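 further: 0% = LYPLA2 with DMSO and 100% = wells lacking LYPLA2 enzyme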
PREPL inh = PREPL enzyme inhibitors, primary screen, biochemical, fluorescence polarization; 320,000 tested, 0.68% active; recombinant PREPL, fluorescence polarization activity-based probe; inhibition, % at 5.96 µM; Prolyl endopeptidase-like (Homo sapiens), Q4J6C6; in the data active means inhibition above about 43%;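 further: 0% = enzyme with DMSO and 100% = wells lacking enzyme; many of its hits are not listed in these tables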
Target sequence (Q4J6C6 whole entry, looked up): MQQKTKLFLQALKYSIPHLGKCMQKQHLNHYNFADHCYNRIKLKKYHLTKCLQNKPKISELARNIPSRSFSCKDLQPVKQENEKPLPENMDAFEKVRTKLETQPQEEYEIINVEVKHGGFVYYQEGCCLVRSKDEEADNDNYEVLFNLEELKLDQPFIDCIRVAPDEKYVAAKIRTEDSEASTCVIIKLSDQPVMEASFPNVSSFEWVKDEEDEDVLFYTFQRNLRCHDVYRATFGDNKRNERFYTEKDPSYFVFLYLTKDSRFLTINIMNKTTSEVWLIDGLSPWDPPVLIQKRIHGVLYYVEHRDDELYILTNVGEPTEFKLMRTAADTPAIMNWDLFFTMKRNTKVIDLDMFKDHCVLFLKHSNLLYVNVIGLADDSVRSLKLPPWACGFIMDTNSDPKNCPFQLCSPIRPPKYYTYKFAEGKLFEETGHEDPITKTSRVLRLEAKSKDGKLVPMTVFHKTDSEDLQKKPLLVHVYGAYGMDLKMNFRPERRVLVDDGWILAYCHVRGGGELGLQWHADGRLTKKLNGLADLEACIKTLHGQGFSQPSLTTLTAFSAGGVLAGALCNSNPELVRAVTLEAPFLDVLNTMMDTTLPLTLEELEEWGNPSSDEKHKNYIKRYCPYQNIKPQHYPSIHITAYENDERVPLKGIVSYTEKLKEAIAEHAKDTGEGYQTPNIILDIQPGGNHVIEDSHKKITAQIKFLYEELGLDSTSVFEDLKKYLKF
PAD4 FP inh = human PAD4 inhibitors, primary screen, biochemical, fluorescence polarization, 1536-well format; Protein-arginine deiminase type-4 (Homo sapiens), Q9UM07; inhibition, % at 6.36 µM; 330,000 tested, 0.41% active; AID 485272, 2010; recombinant PAD4, RCA probe fluorescence polarization;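 active means percent inhibition above a cutoff equal to the mean of all tested compounds plus 3 SD, cut at about 15% in these data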;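 further: 0% = PAD4 with RCA probe and DMSO and 100% = probe without PAD4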
LYPLA1 counter = LYPLA1 inhibitors, primary screen, counter-screen for PME1 inhibitor project, biochemical, fluorescence polarization, FP-Rh probe ABPP | Acyl-protein thioesterase 1 (Homo sapiens), O75608 | recombinant LYPLA1 | inhibition, % at 5.9 µM | 320,000 tested, 0.16% active;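 active means inhibition above the mean of all tested compounds plus 3 SD, set per campaign, cut at about 14% in these data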;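 further: inhibitors block serine hydrolase probe labeling of LYPLA1 so polarization falls; 0% = enzyme with DMSO and 100% = wells lacking LYPLA1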
EBNA-1 inh = EBNA-1 DNA-binding inhibitors, primary screen, biochemical, fluorescence polarization | inhibition, % at 14.8 µM | 300,000 tested, 0.34% active | AID 1950, 2009; in the data active means inhibition above about 28%
PAFAH1B3 inh = PAFAH1B3 enzyme inhibitors, primary screen, biochemical, fluorescence polarization, human; Platelet-activating factor acetylhydrolase IB subunit alpha1 (Homo sapiens), Q15102; recombinant PAFAH1B3, FP-rhodamine probe; inhibition, % at 3.39 µM; 340,000 tested, 0.28% active; AID 492972, 2010;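 active means inhibition above the screen-wide average of all tested compounds plus 3 SD, cut at about 25% in these data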;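 further: 0% = enzyme with DMSO only and 100% = wells lacking PAFAH1B3 protein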
PAFAH2 FP inh = PAFAH2 enzyme inhibitors, primary screen, biochemical, fluorescence polarization, human; Platelet-activating factor acetylhydrolase 2, cytoplasmic (Homo sapiens), Q99487; AID 492956, 2010; 340,000 tested, 0.99% active; inhibition, % at 3.39 µM; recombinant PAFAH2, FP-rhodamine activity probe;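 active means inhibition above the mean over all tested compounds plus 3 SD, cut at about 30% in these data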;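 further: inhibitors block probe labeling of enzyme so polarization drops; 0% = enzyme with DMSO and 100% = wells lacking PAFAH2 protein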
ZTA DNA inh = counter-screen for EBNA-1 inhibitors: inhibitors of Epstein-Barr virus ZTA. P03206. ZTA-DNA binding, fluorescence polarization. inhibition, % at 11 µM. 320,000 tested, 0.15% active. AID 2234; in the data active means inhibition above about 33%
Target sequence (P03206 whole entry, looked up): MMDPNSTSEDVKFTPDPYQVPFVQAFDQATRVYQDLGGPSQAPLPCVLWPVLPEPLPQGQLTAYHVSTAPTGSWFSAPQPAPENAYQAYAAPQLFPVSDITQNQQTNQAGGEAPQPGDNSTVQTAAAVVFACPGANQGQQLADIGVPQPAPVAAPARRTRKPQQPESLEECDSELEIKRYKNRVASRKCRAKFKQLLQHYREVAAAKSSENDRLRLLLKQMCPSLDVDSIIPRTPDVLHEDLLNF
* = called active by the depositor; . = no result given. Only part of the results is shown (hit frequency here may not be typical).

SMILES	GSTO1 inh	LYPLA2 inh	PREPL inh	PAD4 FP inh	LYPLA1 counter	EBNA-1 inh	PAFAH1B3 inh	PAFAH2 FP inh	ZTA DNA inh
Cc1cc(C(=O)COC(=O)c2ccncc2)c(C)n1Cc1ccco1	10	-1	-1	-2	-2	8	0	9	2
O=C(CN1CCC(NC(=O)c2cccc(F)c2)CC1)NCc1ccccc1F	-4	5	2	-1	2	10	10	-3	6
CC1CCN(S(=O)(=O)c2ccc(NC(=O)CN3CCCC(C)C3)cc2)CC1 (configuration not stated)	2	3	3	-4	1	6	9	-5	5
Cc1cccc(C)c1NC(=O)C1c2ccccc2Oc2ccccc21	2	-9	0	-4	0	-3	7	3	-2
c1ccc(-n2ncc3c(NCCN4CCOCC4)ncnc32)cc1	-1	-1	-1	1	-4	2	1	0	9
O=c1[nH]c2ccccc2nc1Cc1ccc(Cl)cc1	-3	1	-17	3	1	5	2	0	7
O=C(Oc1ccc(C(=S)N2CCOCC2)cc1)c1ccc([N+](=O)[O-])cc1[N+](=O)[O-]	4	1	-6	-2	4	3	7	-3	-2
O=C(NCN1CCN(c2ccccc2)CC1)c1cnccn1	-1	-7	15	1	0	-8	4	-2	-3
Cc1ccc(C)c(NS(=O)(=O)c2cc(C(=O)NCCC3=CCCCC3)ccc2C)c1	0	-31	6	-1	-16	6	4	-4	3
CC(C)(C)C1CCC(=NNC(=O)CC(=O)NCc2ccccc2)CC1 (configuration not stated)	9	-4	-1	1	-5	-2	-10	6	-1
CNC(=O)CN(c1cccc(Br)c1)S(C)(=O)=O	-2	7	4	-4	-1	4	1	4	-3
O=C(Nc1ccc(S(=O)(=O)N2CCOCC2)cc1)c1ccc(S(=O)(=O)N2CCOCC2)cc1	-4	10	0	-1	2	5	3	8	9
O=C(NCCNc1ccc([N+](=O)[O-])cc1C(F)(F)F)c1cccc(F)c1	8	22	-2	-6	-2	3	-3	-23	0
NC(=O)c1cc2ccccc2o/c1=N/NC(=O)c1cccc(Cl)c1	-8	10	4	2	0	7	3	-1	-7
COC(=O)c1sccc1NC(=O)c1ccc(Cl)s1	2	-1	2	5	1	5	1	-8	6
O=C(O)c1cccc2c3c([nH]c12)CCCC3	3	-6	-5	-3	0	1	4	-1	6
CCn1nc(C)c(CN2CCC(C(=O)Nc3cccc(-c4cccc(F)c4)c3)CC2)c1C	16	-5	-36	-2	-2	3	1	-4	-6
O=C(CN1CCN(c2ccccc2)CC1)Nc1ccc(-n2cnnn2)cc1	-8	4	0	-3	1	7	3	4	9
CCn1c(SCC(=O)N2CCc3ccccc3C2)nc2c1c(=O)n(C)c(=O)n2C	5	-2	28	-2	-6	12	-2	-3	9
CCc1cccc(CC)c1NC(=S)N1CCn2cccc2C1c1cccnc1 (configuration not stated)	-2	1	4	3	-1	2	1	-6	13
NC(=O)COC(=O)c1cc(Cl)cc(Cl)c1N	4	0	-9	2	0	-3	3	3	3
Cc1nc2ccccc2c2c1C(=O)N(C)C2=O	2	3	3	-12	3	-3	19	1	-8
N#Cc1cnc(NCc2ccc(Cl)cc2Cl)nc1	-1	4	16	-4	-3	10	-3	1	0
COc1ccc(C(=O)N2CCN(c3ccccc3OC)CC2)cc1	-1	4	1	-1	-3	11	9	-2	5
COc1cc(S(=O)(=O)N2CCCCC2)ccc1NC(=O)Cc1ccccc1	1	0	14	-3	1	10	-1	6	15
COc1ccc(N(CC(=O)NCc2ccc(Cl)cc2)S(=O)(=O)c2c(C)noc2C)cc1	2	-2	-40	-2	-3	1	5	-3	11
N=c1sccn1CC(=O)Nc1ccc2c(c1)CCC2	0	1	1	-3	0	-2	5	-3	-4
O=C(NCc1ccc(F)cc1)c1cnc(-c2ccccn2)nc1C(F)(F)F	-2	0	15	1	-1	6	2	-5	17
CCc1ccc(CNC(=O)CCc2nnc(CCc3ccc(OC)cc3)o2)nc1	1	-4	4	1	-6	5	1	2	-21
CC(=O)NC1=NN(C(C)=O)C(c2ccccc2)S1 (configuration not stated)	-1	-4	3	3	-1	7	1	4	2
Cc1csc(NS(=O)(=O)c2ccc(Cl)cc2)n1	13	-5	5	-3	-6	-7	1	2	-27
COC(=O)C1(C(F)(F)F)N=C(N(C)C)OC(N(C)C)=N1	-2	8	-3	5	1	-12	-1	1	3
CN(C(=O)CCCN1C(=O)c2cccc3cccc(c23)C1=O)c1ccccc1	1	-1	10	-2	-3	-9	0	-2	-2
O=C(CSCc1c(Cl)cccc1Cl)NCc1ccccn1	10	1	-3	-3	3	9	-3	-7	17
Clc1ccc2c(N/N=C/c3ccc(Br)cc3)ccnc2c1	6	-2	18	-11	-5	4	2	7	6
CC(NC(=O)CCn1c(=S)[nH]c2ccsc2c1=O)c1ccccc1 (configuration not stated)	14	4	6	-5	3	-7	7	6	-27
Cc1ccc(C)c(OCCC(=O)OCC(=O)NC(=O)NC2CCCCC2)c1	.	.	0	6	.	.	6	3	.
C#CCOCCOCCOCCNc1nc(N2CCN(C(=O)Cn3cc(CCCN=C(N)N)nn3)CC2)nc(N2CCN(C(=O)[C@H]([C@@H](C)O)n3cc(CCCCN)nn3)CC2)n1	6	-2	-5	-1	0	-13	-3	-1	-4
CCN(C(=O)COC(=O)c1c(-c2ccccc2)noc1C)C1CCS(=O)(=O)C1 (configuration not stated)	-1	4	0	-1	1	6	-4	-5	7
Cc1cc(C[n+]2ccccc2)c2nsnc2c1	-7	7	0	-5	-2	9	4	4	16
O=C(NC1CCC(O)CC1)c1ccc(S(=O)(=O)NCc2ccco2)cc1 (configuration not stated)	12	-2	2	5	-2	3	6	-5	1
COc1ccc(S(=O)(=O)N(CC(=O)NCc2ccccn2)Cc2ccccc2)cc1	-4	-4	-2	-1	1	-3	0	7	2
CN(Cc1ccccc1)C(=O)c1nc[nH]c1C(=O)N1CCN(C(=O)OC(C)(C)C)CC1	.	-3	0	-5	2	.	6	-3	17
CCS(=O)(=O)Nc1ccc(-c2nnc(SCC(=O)c3cccc(OC)c3)o2)cc1	7	-3	-1	-5	-1	-7	2	0	17
COC(=O)Cn1cnc2c1c(=O)n(C)c(=O)n2C	-9	0	-1	-3	0	18	2	3	18
CC(C)(C)c1ccc(NC(=O)CC2(C(F)(F)F)OCCO2)cc1	0	-4	-6	4	-1	-7	6	5	14
CN(CC(=O)Nc1cccc(F)c1)CC(=O)N(C)c1c(N)n(Cc2ccccc2)c(=O)[nH]c1=O	.	.	3	-3	.	.	8	1	.
CC(C(=O)Nc1ccccc1-c1ccccc1)N(C)Cc1nc2ccccc2c(=O)[nH]1 (configuration not stated)	-16	9	-9	-1	4	3	3	-6	-2
CC(=O)Nc1nnc(S(=O)(=O)N2CCN(c3ccc(Cl)cc3[N+](=O)[O-])CC2)s1	14	-5	-27	2	2	14	0	-2	17
Cc1nn(C)c(C)c1S(=O)(=O)N1CCCC(C(=O)NCCc2ccc(Cl)cc2)C1 (configuration not stated)	-3	3	21	2	-2	0	8	0	-16
O=C(COc1ccccc1)NCC(=O)N/N=C/c1ccc(O)cc1O	-4	1	6	3	-1	-4	4	0	0
Cc1cnc(Nc2nc3ccccc3o2)nc1C(=O)Nc1cccc(C(F)(F)F)c1	2	1	-6	-3	-2	-13	8	-4	1
O=C(COc1ccc(S(=O)(=O)NCc2ccccc2)cc1Cl)NCc1ccccn1	-2	15	-5	-5	2	1	4	9	-1
Cc1cc(C)c(C)c(S(=O)(=O)N[C@@H](C)C(=O)OCC(=O)NC2CCCC(C)C2C)c1C (some centres not stated)	.	.	7	-1	.	.	-2	-3	.
O=C(CSc1nccn1-c1ccccc1)NO	-2	0	1	0	-3	-2	6	1	5
COCCn1c(SCc2nc3cc(OC)c(OC)cc3c(=O)[nH]2)nnc1-c1ccncc1	-5	-3	-8	1	-2	14	0	-8	9
Cc1n[nH]c(=O)nc1NCC1CCCO1 (configuration not stated)	5	10	-7	9	4	-4	1	0	-22
COc1ccc(C2c3ccc(O)cc3Oc3ncn4nc(-c5cccnc5)nc4c32)cc1OC (configuration not stated)	-7	-35	-81	-2	-26	16	-4	-6	22
Cc1nc(COc2cccc(Cl)c2)sc1C(=O)/C=C/N(C)C	4	1	-7	3	-4	-5	-1	-1	-9
CC(=O)OCC(=O)c1ccc2ccn(C(C)=O)c2c1	-2	2	9	-5	3	0	4	-4	-15

Remaining list, next part:
SMILES	GSTO1 inh	LYPLA2 inh	PREPL inh	PAD4 FP inh	LYPLA1 counter	EBNA-1 inh	PAFAH1B3 inh	PAFAH2 FP inh	ZTA DNA inh
Cc1ccc(N2C(=O)N(CC(=O)NCc3ccc(Cl)cc3)C(=O)C2C)cc1 (configuration not stated)	4	1	-3	-4	1	9	1	-8	5
Cc1ccc(S(=O)(=O)CCC(=O)OCC(=O)c2ccc(F)cc2)cc1	11	-11	-2	-7	-5	-7	7	9	6
CN(CCC1CCCCO1)C(=O)CCc1nnc(C2CCCCC2)o1 (configuration not stated)	10	1	3	6	5	0	1	6	-11
CC1CCCC(C)N1C(=O)COC(=O)c1ccc2ccccc2n1 (configuration not stated)	.	.	13	0	.	.	9	9	.
Brc1cccc(CNn2cnnc2)c1	6	-1	-4	-4	-2	-2	6	-4	6
Cc1ccc(C(=O)C(C)OC(=O)c2ccccc2[N+](=O)[O-])cc1 (configuration not stated)	2	16	7	-4	0	-4	6	-2	-5
O=C(COC(=O)c1cccc([N+](=O)[O-])c1)c1ccc2c(c1)OCO2	11	5	4	-2	0	-2	.	.	18
CCN(CC)C(=O)c1cc(Cl)ccn1	3	8	-5	-2	1	0	4	-2	8
COc1ccc(CNC(=O)C(C)OC(=O)CO/N=C(\C)c2ccc3c(c2)OCO3)cc1 (configuration not stated)	0	1	-2	0	0	2	-1	-10	3
Nc1nnc(SCC(=O)OCC(=O)c2ccccc2Br)s1	-1	0	6	-1	-1	1	6	0	5
O=C(CCN1C(=O)[C@@H]2Cc3ccccc3CN2C1=O)N[C@@H](C(=O)O)c1ccccc1	10	2	11	2	0	-11	-4	8	-4
CCOc1cc(S(=O)(=O)NC2CCCCC2)ccc1F	-2	-17	-1	-2	-7	12	14	4	9
CC1CCCC(C)N1/N=C/c1cc(Br)cc(Br)c1O (configuration not stated)	1	2	-2	-2	2	7	10	-1	2
CCc1nnc(NS(=O)(=O)c2ccc(NC(=S)NC(=O)c3ccc(OC)cc3)cc2)s1	-3	16	5	-3	1	-5	-1	0	0
CC(=O)c1c(O)cc(C)n(Cc2ccccc2)c1=O	7	4	8	1	-1	-8	3	-3	-15
CCCn1cc(NC(=O)C2CC(c3cccc(Br)c3)=NO2)cn1 (configuration not stated)	-2	6	7	0	-1	-17	17	0	-5

Single values from the results shown.
Under PREPL inh, CC1CCCC(C)N1/N=C/c1cc(Br)cc(Br)c1O (configuration not stated) is listed with -2
Under PREPL inh, CC1CCCC(C)N1C(=O)COC(=O)c1ccc2ccccc2n1 (configuration not stated) is listed with 13
